12-LOX inh = ALOX12 (human) lipoxygenase inhibition; 1.1% of 580,000 active; purified 12hLO, xylenol orange hydroperoxide absorbance; Potency, µM (highest dose often 108 µM), inactives show at the highest dose activity change, negative = inhibition, actives largely listed as inhibitors; P18054; active = well fitted inhibition curve with a large enough effect; inconclusive = small, poorly fitted or top-dose-only effect, or another doubt; inactive = no such curve, though single readings can be large or run the other way
Target sequence (P18054 whole entry, looked up): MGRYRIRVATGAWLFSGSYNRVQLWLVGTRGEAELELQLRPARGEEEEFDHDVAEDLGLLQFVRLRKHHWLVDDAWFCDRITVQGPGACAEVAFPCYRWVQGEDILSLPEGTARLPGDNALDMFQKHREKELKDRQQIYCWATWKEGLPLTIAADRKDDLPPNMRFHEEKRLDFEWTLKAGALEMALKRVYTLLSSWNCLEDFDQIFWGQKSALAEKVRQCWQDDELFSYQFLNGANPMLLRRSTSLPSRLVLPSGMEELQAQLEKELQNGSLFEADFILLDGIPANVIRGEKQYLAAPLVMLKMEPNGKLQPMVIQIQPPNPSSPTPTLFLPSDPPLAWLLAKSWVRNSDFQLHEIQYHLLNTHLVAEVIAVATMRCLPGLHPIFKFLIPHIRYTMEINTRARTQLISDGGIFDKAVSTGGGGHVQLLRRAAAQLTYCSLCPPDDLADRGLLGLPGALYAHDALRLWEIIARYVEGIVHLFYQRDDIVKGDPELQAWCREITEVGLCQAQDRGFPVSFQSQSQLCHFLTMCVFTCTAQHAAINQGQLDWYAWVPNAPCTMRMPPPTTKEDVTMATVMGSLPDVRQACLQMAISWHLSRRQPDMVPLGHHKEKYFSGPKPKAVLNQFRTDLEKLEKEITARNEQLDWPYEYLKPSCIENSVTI
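Purified human 12hLO (150 nM final) in 25 mM Hepes, 0.01% Triton X-100, pH 7.0 was preincubated 15 min at room temperature with compound. Then 40 uM arachidonic acid was added, 30 min. Hydroperoxide was read by Fe-XO absorbance ratio 573/405 nm.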
* marks the source's active call; other numbers are inactive results; ? = inconclusive; [ ] = another dose, or the depositor's remark. % is scaled to controls: 0 for no effect and ±100 for the full control effect; potency is read from the fitted curve at half-maximal effect. A portion of the library. The share of hits here may be higher or lower than overall.

12-LOX inh,mol
7%,COc1cc(=O)n2c(c1C(=O)NC(C)c1ccco1)CCN(CC=C(C)C)CC2 (stereo not drawn)
5%[176 µM],CN1CCC2(C1)CN(Cc1ccccc1)c1ccc(C(=O)NC3COC3)cc12 (stereo not drawn)
55%[activator],CC1(C)CC1(CNC1CCN(c2ccc(C(=O)NCCN3CCOCC3)cc2)CC1)c1ccccc1 (stereo not drawn)
-14%,CCOc1ccc(N/C(=C\C(=O)c2ccccc2)c2ccccc2)cc1
?,CC(C)NC(=O)CN(C)CC(=O)NC(=O)NCCC1=CCCCC1
6%,Cc1cc(C(=O)N2CCCCCNC(=O)[C@H]3C[C@H](C(=O)N4CCc5ccccc5C4)C[C@H]32)n(C)n1
?,CCc1nc(NC(=O)C2CC(=O)N(c3n[nH]c4cc(Br)ccc34)C2)sc1C (stereo not drawn)
4%,CC(=O)Nc1ccc(NC(=O)c2cc3n(n2)CC(c2ccc(Cl)cc2)OC3)cc1 (stereo not drawn)
8.9µM*,CC(=O)NC1(C)CCN(Cc2cnc(-c3ccccc3OCc3ccccc3)s2)CC1
35%[activator],CCOc1ccc(C(=O)N2CCN(C(=O)c3nnn4c3COC(c3ccccc3)C4)CC2)cc1 (stereo not drawn)
2%[6.33 µM],Cc1ccc(C(=O)N2CCC3(CC2)CC(=O)Nc2ccccc2O3)cc1
-6%,O=c1[nH]c(=O)n(Cc2ccc(Oc3ccccc3)cc2)cc1Br
9%,O=C(NCC1Cn2cccc2C(=O)N1Cc1ccccc1)c1cn[nH]c1-c1ccccc1 (stereo not drawn)
72%[activator][176 µM],O=C(Nc1cccnc1)c1ccc2c(c1)OCCN(c1cccc(OC(F)(F)F)c1)C2
-28%,O=C(C1CCC(Cn2c(=O)c3sccc3n(Cc3ccc(Cl)cc3)c2=O)CC1)N1CCCC1 (stereo not drawn)
?,CC(C)c1ccc(Nc2cc3[nH]c(-c4cccc(F)c4)cc3cn2)cc1
6%,c1ccc2sc(CCCn3cc(-c4cncnc4)nn3)nc2c1
39%[activator],NC(=O)[C@@H]1C[C@H](Oc2cccnc2)CN1C(=O)CCC1CCCC1
7%,CN(CC(=O)N1CCCC1)C(=O)c1ccc(S(=O)(=O)NCc2ccco2)cc1
20%,Cn1nc(C2CCCN(C(=O)NC3CCCC3)C2)n(C2CCCC2)c1=O (stereo not drawn)
11%,CCOC(=O)C1=C(C)N=C2SC=C(CC(=O)N3CCCC3)N2C1c1cccc(C)c1 (stereo not drawn)
-30%,COc1ccc(CC(NC(=O)c2ccc3c(c2)NC(=O)CCS3)c2ccc(OC)cc2)cc1 (stereo not drawn)
26%,O=C(C1CC1)N1CCCN(C(=O)C2(c3ccccc3)CC2)c2ccccc21
-5%,CC(NC(=O)/C(=C\c1ccc(F)cc1)NC(=O)c1ccco1)C(=O)O (stereo not drawn)
?,N[C@@H]1CC[C@@H]1NC(=O)c1cnc(-c2cccnc2)nc1
34%[activator],O=C(COc1cccc(F)c1)c1ccc2c(c1)N(CC(=O)N1CCOCC1)C(=O)CO2
?,O=C(c1ccccc1F)N1CCc2nc(-c3ccccc3)nc(-c3ccc(Cl)cc3)c2C1
72%[activator],O=C(Nc1ccc2c(c1)C(=O)N1CCC[C@H]1C(=O)N2)c1cc(-c2ccccn2)n[nH]1
14%,Cc1cccc(C)c1N1CC(O)=C(c2nc3ccccc3[nH]2)C1=N
-8%,N#Cc1nc(-c2ccc(S(=O)(=O)N3CCCCC3)cc2)oc1NCc1ccco1
39%,Cc1ccc(OCCC2CCN(C(=O)CCN3C(=O)NC(C)(C)C3=O)C2)cc1 (stereo not drawn)
?,Cc1cnc2c(S(=O)(=O)N(CC(N)=O)C3CCCC3)cccc2c1
5%,CNC(=O)[C@H]1C[C@H](Oc2cccnc2)CN1C(=O)NCc1ccc(C)cc1
8%,O=C(c1cncc(Br)c1)N1CCC(c2nc(C3CCOCC3)no2)CC1
36%[activator],COc1ccc(CC(=O)NC2CCN(c3cc(-c4ccc(F)cc4)[nH]n3)CC2)cc1OC
11%,CCOc1ccc(C(=O)COC(=O)CCC(=O)c2ccc(Cl)cc2)cc1
?,Cn1cc(CN2CCC(C3CCN(S(C)(=O)=O)CC3)C2)c2ccccc21 (stereo not drawn)
78%[activator],COc1ccc(CN2C[C@@H]3C(=O)N(CCCN4CCCC4=O)C(=O)[C@@H]3C2)cc1OC
10%,CC(C)NC(=O)c1c(Cl)cccc1Cl
?,CCC(CO)Nc1nc2c(c(=O)n(Cc3ccc(Cl)cc3Cl)c(=O)n2C)n1C (stereo not drawn)
4%,CCc1noc(Cc2c(C)nn(-c3ccccc3)c2C)n1
8%,O=C1NCCOCCN(S(=O)(=O)c2ccccc2)[C@@H]2CCCC[C@H]12
-5%,CSc1ccccc1C(=O)Nc1ccc(CSc2ccccc2)cc1
49%,CCC(CC)NC(=O)[C@H]1CCC[C@H]1NC(=O)c1ccc(OC)cc1
-2%,O=C(NCCc1ccccn1)c1cccnc1OC1CCNCC1
19%,CCn1c(CN(C)C)nnc1C1CCN(C(=O)CN(C)c2ccccc2)CC1
-20%,CC1=C2C(=O)CC(c3ccc(Cl)cc3)CC2=Nc2ccccc2N1 (stereo not drawn)
15%,CC(C)CC(=O)NCCc1ccsc1
70%,O=C(Cn1nc2c(cc1=O)CCCCC2)NCCc1nnc2ccccn12
91%[activator][176 µM],c1ccc(-c2cc3c(cn2)NCCN(CC2CC2)C3)cc1

Among those listed so far, four contain a furan ring, fused or not.
12-LOX inh,mol
7%,COc1cc(=O)n2c(c1C(=O)NC(C)c1ccco1)CCN(CC=C(C)C)CC2 (stereo not drawn)
7%,CN(CC(=O)N1CCCC1)C(=O)c1ccc(S(=O)(=O)NCc2ccco2)cc1
-5%,CC(NC(=O)/C(=C\c1ccc(F)cc1)NC(=O)c1ccco1)C(=O)O (stereo not drawn)
-8%,N#Cc1nc(-c2ccc(S(=O)(=O)N3CCCCC3)cc2)oc1NCc1ccco1

Next section.
12-LOX inh,mol
-2%,C=C(C)COc1ccc2c(C)c(CCC(=O)NCC(O)c3ccccc3)c(=O)oc2c1 (stereo not drawn)
?,COc1ccc(CCC(=O)c2c(O)cc(O[C@@H]3O[C@H](CO)[C@@H](O)[C@H](O)[C@@H]3O[C@@H]3O[C@@H](C)[C@H](O)[C@@H](O)[C@@H]3O)cc2O)cc1O
10%,O=C(Nc1ccccn1)C1c2ccccc2C(=O)N(Cc2ccccc2)C12CCCC2 (stereo not drawn)
9%,O=C(CCC(=O)c1ccc2c(c1)OCCO2)NC1CCCCC1
23%,CN1C[C@H](NC(=O)Nc2cccnc2)CCC[C@@H](C(=O)NCc2cc(F)cc(F)c2)CC1=O
23%,COc1ccc(C(=O)NCc2n[nH]c(=O)c3ccccc23)cc1OC
?,CC1CCC(NC(=O)CSCc2coc(-c3ccc(Cl)cc3)n2)CC1 (stereo not drawn)
49%[activator],Cc1ccc(C(=O)N2CCC(Cn3c(C)cnc3C3CCC3)CC2)cn1
0%,COC(=O)Cc1c(C)nc2nc(NCc3cc(F)cc(F)c3)[nH]n2c1=O
8%,O=C(NC1(C(F)(F)F)C(=O)Nc2c1c(=O)[nH]c(=O)n2Cc1ccco1)c1ccccc1F (stereo not drawn)

Already shown: an excerpt of the list.
12-LOX inh,mol
-2%,C=C(C)COc1ccc2c(C)c(CCC(=O)NCC(O)c3ccccc3)c(=O)oc2c1 (stereo not drawn)
?,COc1ccc(CCC(=O)c2c(O)cc(O[C@@H]3O[C@H](CO)[C@@H](O)[C@H](O)[C@@H]3O[C@@H]3O[C@@H](C)[C@H](O)[C@@H](O)[C@@H]3O)cc2O)cc1O
10%,O=C(Nc1ccccn1)C1c2ccccc2C(=O)N(Cc2ccccc2)C12CCCC2 (stereo not drawn)
9%,O=C(CCC(=O)c1ccc2c(c1)OCCO2)NC1CCCCC1
23%,CN1C[C@H](NC(=O)Nc2cccnc2)CCC[C@@H](C(=O)NCc2cc(F)cc(F)c2)CC1=O
23%,COc1ccc(C(=O)NCc2n[nH]c(=O)c3ccccc23)cc1OC
?,CC1CCC(NC(=O)CSCc2coc(-c3ccc(Cl)cc3)n2)CC1 (stereo not drawn)

Later entries:
12-LOX inh,mol
56%,COc1ccccc1C(=O)Nc1ccnn1C1CCN(C(=O)[C@@H](N)CO)CC1
51%[activator],CN(C)C[C@@H]1CN(C2CCOCC2)C[C@H]1NC(=O)c1ccc(F)c(Cl)c1
7%,Cc1ccc(CNC(=O)OC(C)(C)C)c(/C=C/S(=O)(=O)NCc2ccc(F)cc2)c1
-29%,C=CCNc1nc(C(=O)OCC(=O)c2ccc(C3CCCCC3)cc2)cs1
2%,Cc1ccc(-n2nnnc2SCC(=O)N2CCN(CC(=O)N3CCCC3)CC2)c(C)c1
-24%,Cc1cc(=O)[nH]c(CCNC(=O)c2ccc(C)c(N3CCNC3=O)c2)n1
2%,COc1cccc(C(=O)NC2CCN(c3nc4ncccc4o3)CC2)c1
20%,CCC(=O)Nc1ccc(C2(C(=O)NC3CC3)CCCCC2)cc1
?,COc1ccc(-c2nc3c(s2)CN(C(C(=O)O)c2c[nH]c4ccc(CO)cc24)CC3)cc1 (stereo not drawn)
7%,COc1ccc(F)c(CN2CCCC(O)(CN(C)Cc3cc(C)on3)C2=O)c1 (stereo not drawn)

Copied from the list:
12-LOX inh with O=C(CCC(=O)c1ccc2c(c1)OCCO2)NC1CCCCC1 stands at 9%
12-LOX inh with O=C(C1CCC(Cn2c(=O)c3sccc3n(Cc3ccc(Cl)cc3)c2=O)CC1)N1CCCC1 (stereo not drawn) stands at -28%
12-LOX inh with O=C(NCC1Cn2cccc2C(=O)N1Cc1ccccc1)c1cn[nH]c1-c1ccccc1 (stereo not drawn) stands at 9%
12-LOX inh with Cc1cccc(C)c1N1CC(O)=C(c2nc3ccccc3[nH]2)C1=N stands at 14%
12-LOX inh with Cc1ccc(CNC(=O)OC(C)(C)C)c(/C=C/S(=O)(=O)NCc2ccc(F)cc2)c1 stands at 7%

More structures.
12-LOX inh,mol
6%[176 µM],c1ccc(CNC[C@H]2Cn3c(-c4ccccc4)cnc3CO2)cc1
-6%[176 µM],Cc1noc(C)c1-c1cc2c(c(-c3cccc(S(C)(=O)=O)c3)c1)C(=O)N(C)C2
39%[activator],Cc1ccc(CNc2nc(CN3CCCCC3c3cccnc3)nc3ccccc23)o1 (stereo not drawn)
28%,O=C1CC(c2noc(-c3ccco3)n2)CN1C1CCCCC1 (stereo not drawn)
?,CC(C)CN1CC(COc2ccc3ccccc3c2)Oc2ccnc(-c3ccc(OCC(=O)O)cc3)c2C1=O (stereo not drawn)
15%,Cc1nn(C)cc1C(=O)N1C[C@H]2CC[C@@H]1CN(C(=O)c1cccnc1)C2
-3%,CSc1ccc(CCNC(=O)Cn2c(=O)c(=O)n(C)c3ccccc32)cc1
?,CCOc1ccccc1/C=C1/Cc2c(O)cccc2C1=O
40%[activator],COc1ccc(CN2CCc3nn(C)c(=O)n3CC2)cc1Cn1cccn1
-1%,Cc1cc(C(=O)N2CCC3(CC2)CNC(=O)C3)cc(S(N)(=O)=O)c1C
31%[activator],COc1ccc2[nH]c3c(c2c1)CCN(C)C31CCN(C(=O)c2cnccc2C)CC1
10%,CCC(CC)NC(=O)C1CCN(c2cn[nH]c(=O)c2)C1 (stereo not drawn)
?,CCS(=O)(=O)Nc1ccc(N2CCN(c3cccc(C(F)(F)F)c3)CC2)c(C(=O)O)c1
66%[activator],COc1ccc(OC)c(CNC(=O)c2ccc3c(c2)C(O)CCCCCN3C)c1 (stereo not drawn)
2%,O=C(N[C@H]1CC[C@@]23CCCN2C(=O)CCC[C@H]3[C@H]1Cc1ccccc1)C1CCC1
?,Fc1cccc(/C=N/Nc2cc(C(F)(F)F)ccc2Cl)c1
59%[activator],Cn1cncc1C(=O)N1CCCn2ccnc2C1c1ccccc1 (stereo not drawn)
45%[activator],CN(C)C[C@@H]1CN(C2CCOCC2)C[C@H]1NC(=O)Cc1ccc(F)cc1
4%[176 µM],Cn1cccc1CN1CCC(N2CCC[S+]2(=O)[O-])CC1
17%,O=C(O)c1ccccc1-c1cc2ccccc2oc1=O
49%,COCCN(Cc1ccncc1)C(=O)C1CCN(C(=O)C2CC2)CC1
-7%,COCc1cc(N2CCC(c3cccc(OC)c3OC)C2)ncn1 (stereo not drawn)
47%[activator],O=C(NCC1CC1)C1(CCO)CCN(Cc2ccccc2)C1 (stereo not drawn)
28µM*,CC(=O)Nc1ccc(/C(C)=N/NC(N)=S)cc1
58%[activator][176 µM],O=C(Nc1ccc(F)cc1)c1ccc2ccnn2c1
?,CSCC(=O)N[C@H]1CCN2C(=O)c3ccc(Cl)cc3NC(=O)[C@H]12
61%[activator],CCOC(=O)CC(N)c1cc(OC)cc(OC)c1 (stereo not drawn)
?,CCOc1ccc(Cn2c(=O)c3sccc3n(CC(=O)NCc3ccccc3Cl)c2=O)cc1
34%[activator],COc1ccccc1C(=O)N1CCC2(CC1)CC(N(C1CC1)S(C)(=O)=O)CCO2 (stereo not drawn)
?,COc1ccc2scc(N3CCN(Cc4ccccc4)CC3)c(=O)c2c1
51%[activator],Cc1c(-c2ccccc2)c(=O)oc2cc(OC(=O)N3CCOCC3)ccc12
66%[activator],CCO[C@H]1CN(C(=O)Cc2c(C)[nH]c3c(F)cccc23)C[C@@H]1O
-28%,O=C(O)/C=C/c1ccc(SC(F)F)cc1
-9%,CC1(C)CC(NC(=O)CCc2ccco2)CC(C)(C)N1
-3%,CCOC(=O)C1=C(C)N=C2SC=C(CC(=O)N3CCC(C)CC3)N2C1c1ccc(C)cc1C (stereo not drawn)
-5%,Cc1cccc(C)c1NC(=O)CCC1CCCC1
?,CC(=O)c1ccc(NC(=O)CSc2ncc(-c3ccc(F)cc3)o2)cc1
27%[176 µM],CN1c2cccnc2CN(C2CCCCC2)CC[C@H]1CO
25%,Cc1ccc(NC(=O)c2cc3n(n2)CC(c2ccc4c(c2)OCO4)OC3)cc1Cl (stereo not drawn)
77%[activator][176 µM],Cc1csc(NC(=O)c2nc3c(o2)CCN(Cc2c(F)cccc2F)CC3)n1
